XIAP displacement: XIAP antagonists, biochemical, IAP family, fluorescence polarization (AID 1018) | E3 ubiquitin-protein ligase XIAP (Homo sapiens) | XIAP BIR domain, fluorescence polarization peptide displacement; higher % means a stronger effect | one-dose displacement, % at 20 µM; IC50 in µM for titrated hits | 200,000 compounds, 0.007% hits; in the data active = displacement above about 50%; also: a part of the inactive calls stands beside numbers as strong as those of hits
P. falciparum M1AAP: P. falciparum M1AAP inhibitors, biochemical, fluorogenic H-Leu-NHMec substrate, 1536-well (AID 1445); 220,000 compounds, 0.42% hits; recombinant M1AAP, H-Leu-NHMec fluorogenic kinetic assay; higher % means a stronger effect; inhibition, % at 30 µM, or IC50 in µM where a hit was titrated;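 active = primary inhibition above the hit cutoff, then over 50% inhibition at one or more dose response concentrations, cut at about 23% in these data, passing the limit was not always enough; inconclusive = conflicting primary data, or primary hits not chosen for dose response; inactive = low primary inhibition, or under 50% at every dose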;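 also: plate controls were DMSO full reaction for no effect and no enzyme background for full effect; strong numbers were not always called active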
ER stress rescue: rescue of cells from ER stress-induced death, primary screen, 384-well, CSM14.1, thapsigargin, ATP luminescence (AID 1222) | CSM14.1 thapsigargin-induced death rescue, ATP luminescence; higher % means a stronger effect | cellular ATP content (survival), % at 20 µM, or EC50 in µM where a hit was titrated | 190,000 tested, under 10 active;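 active = EC50 below 50 µM in the dose-response confirmation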;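 also: death triggered by thapsigargin at about 15 µM added after 2 h compound pretreatment; cell ATP read after overnight thapsigargin exposure of roughly 18 to 22 hours; normalized against plate controls of thapsigargin alone and 5% DMSO vehicle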
M17LAP inhibition: P. falciparum M17LAP inhibitors, primary screen, biochemical, fluorogenic H-Leu-NHMec substrate, 1536-well (AID 1619); Leucine aminopeptidase (Plasmodium falciparum (isolate 3D7)); 220,000 compounds, 0.38% hits; recombinant M17LAP, H-Leu-NHMec fluorogenic kinetic assay; higher % means a stronger effect; one-dose inhibition, % at 30 µM; IC50 in µM for titrated hits;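 active = compound inhibiting the enzyme by more than half at any dose during confirmatory dose-response retesting; inconclusive = strong single-dose inhibitors picked by rank but not retested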;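 also: plate controls were full reaction with DMSO carrier for no effect and no enzyme background for full effect; strong numbers were not always called active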
Yfh1-depleted yeast: enhancers of respiration in Yfh1-depleted yeast, dose response, Friedreich's ataxia, plus single-dose screen (AID 1465); S. cerevisiae Yfh1-off respiration, WST-1 reduction, 72 h; higher fold induction means a stronger effect; one-dose fold induction at 50 µM; EC50 in µM for titrated hits; 220,000 compounds, 0.074% hits;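 active = fold induction of absorbance versus untreated yeast above a set limit, then at least 30% activation at any dose in follow-up; inconclusive = repeats straddling the limit, or above it without dose testing; inactive = fold induction below the set limit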;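 also: activators that raise dye reduction in frataxin-depleted yeast; strong numbers were not always called active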
SIAH1 antagonists: Siah-1 peptide-binding antagonists, primary screen, biochemical, fluorescence polarization, rhodamine-plectin, uHTS (AID 1817); E3 ubiquitin-protein ligase SIAH1 (Homo sapiens); Siah-1 / rhodamine-plectin peptide fluorescence polarization; higher % means a stronger effect; displacement, % at 20 µM, or IC50 in µM where a hit was titrated; 290,000 compounds, 0.02% hits;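 active = displacement of at least 50% at 20 µM, with a fluorescence ratio check between 0.3 and a set limit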;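 also: plate controls were Siah plus tracer with DMSO for no effect and tracer alone without Siah for full effect; strong numbers were not always called active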
West Nile antiviral: West Nile virus antiviral activity, cell-based, CPE readout (AID 1621); West Nile virus-infected cells, CPE inhibition; higher % means a stronger effect; CPE inhibition, % at 10 µM, or IC50 in µM where a hit was titrated; 290,000 compounds, 0.02% hits; in the data active = a potency from the dose series; inconclusive = CPE inhibition mostly from about 3.7% at the one dose, without a potency; inactive = the rest, 99 in 100 with CPE inhibition below about 2.2%; also: strong numbers were not always called active
Salmonella PhoP GFP: inhibitors of PhoP regulon expression, primary screen, Salmonella Typhimurium, GFP reporter (AID 1863); S. Typhimurium PhoP-regulated promoter GFP reporter, 4 h; higher % means a stronger effect; inhibition, % at 50 µM, or IC50 in µM where a hit was titrated; 300,000 compounds, 0.16% hits;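 active = inhibition over 29.93%, a cutoff 3 SD above the screen mean, later confirmed by dose response; inconclusive = inhibition over 29.93% but no dose response follow-up; inactive = inhibition at most 29.93% or unconfirmed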;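 also: 0% = low Mg2+ inducing control and 100% = high Mg2+ repressing control; strong numbers were not always called active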
PMI inhibition: human PMI inhibitors, high substrate, primary screen, biochemical, fluorescence intensity, high mannose 6-phosphate (AID 1220) | recombinant PMI enzyme, coupled fluorescence intensity; higher % means a stronger effect | 190,000 compounds, 0.66% hits | Mannose-6-phosphate isomerase (Homo sapiens) | inhibition, % at 20 µM; hits with a dose series show IC50 in µM; in the data active = inhibition above about 50%
Active calls of the source: *; i = inactive; u = inconclusive; x = not tested or not shown.

SMILES | XIAP displacement | P. falciparum M1AAP | ER stress rescue | M17LAP inhibition | Yfh1-depleted yeast | SIAH1 antagonists | West Nile antiviral | Salmonella PhoP GFP | PMI inhibition
Cc1cccc2nc(CSc3nc4[nH]ncc4c(=O)n3-c3cccc(Cl)c3)cc(=O)n12 | -12% | -4% | -3.8% | -8% | i | 1% | -1.2% | -1% | 2%
CCOC(=O)CS(=O)(=O)c1nc(-c2ccc(F)cc2)cc(C(F)(F)F)n1 | -6.0% | 1% | -2.5% | 9% | i | 2% | -0.2% | -16% | 10%
O=C1NCC(c2ccccc2)C1C(=O)N/N=C/c1ccc(Cl)s1 (stereo unspecified) | -1.0% | 5% | -0.2% | 26% | i | 2% | -0.6% | 2% | 3%
CCCCOC(=O)CCc1c(C)n[nH]c1C | x | -4% | x | -3% | i | 3% | 0.0% | -9% | x
O=C1NC[C@@H](Cc2ccc(O)cc2)N(CC2CCCCC2)C1=O | x | 9% | x | 1% | i | 4% | 1.4% | -4% | x
Cc1oc(-c2ccccc2)cc1C(=O)NC1CCN(Cc2ccccc2)CC1 | x | 1% | x | -3% | i | -2% | -0.6% | 0% | x
Cc1cc(-c2n[nH]c(=S)n2Cc2ccco2)nn1C | -3.6% | 5% | -3.0% | -16% | i | 5% | 0.7% | -6% | -1%
CCC(=O)NC1=C(NC(C)c2ccccc2)C(=O)c2ccccc2C1=O (stereo unspecified) | -2.3% | 5% | -0.7% | 15% | i | 3% | -0.8% | 34% | -10%
O=C(COc1cc(O)c2c(=O)c3ccccc3oc2c1)OCc1ccccc1 | x | -1% | x | -7% | i | 16% | 0.0% | -3% | x
COc1ccc(/C=N/n2cnc3scc(-c4cccs4)c3c2=O)cc1OC | -1.5% | 1% | 8.1% | -16% | i | 4% | -0.5% | 4% | 9%
CCOC(=O)c1c(C)[nH]c(C(=O)CN2C(=O)NC(C)(c3ccc4ccccc4c3)C2=O)c1C (stereo unspecified) | -4.4% | 0% | 0.2% | -5% | i | -1% | -0.7% | -5% | 7%
CN(C)c1ccc(/C=N/NC(=O)C2COc3ccccc3O2)o1 (stereo unspecified) | -1.4% | 7% | 0.3% | 20% | i | 11% | 0.2% | 4% | 10%
O=C(CSc1oc(-c2ccccc2)nc1S(=O)(=O)c1ccc(F)cc1)NCC1CCCO1 (stereo unspecified) | -10% | 9% | -0.6% | -16% | i | 3% | -0.4% | -4% | 18%
O=C(COC(=O)Cn1cnc2ccccc21)NCCc1ccc(Cl)cc1 | -5.6% | 4% | 3.1% | -1% | i | -4% | 0.4% | -2% | -2%
CCC(C)(C(=O)NC1CCCCC1)N(C(=O)c1ccccn1)c1ccccc1 (stereo unspecified) | -9.2% | -3% | -0.1% | 12% | i | 5% | -0.8% | 3% | 5%
COc1ccc(C(F)(F)F)cc1NC(=O)c1nc2nc(C)cc(C(F)F)n2n1 | -2.3% | 7% | -2.0% | 10% | i | -1% | 0.3% | 4% | 12%
O=c1[nH]cc(N(CCO)CCO)c(=O)[nH]1 | x | 2% | x | -3% | i | 9% | -0.1% | 0% | x
O=C(COC(=O)Cc1cccs1)Nc1ccccc1F | -11% | 13% | -1.1% | 17% | i | 0% | 0.3% | -7% | -7%
Cc1cc(C(=O)c2ccccc2)c(NC(=O)CN2CCOCC2)s1 | -4.8% | 6% | 2.5% | 6% | i | -4% | -0.3% | -1% | 2%
O=C(Nc1ccccc1N1CCOCC1)C1CCN(S(=O)(=O)c2ccc(F)cc2)CC1 | -6.4% | -1% | 1.0% | 3% | i | 7% | 0.6% | -5% | -7%
COc1ccc(C2=NN(C(=O)CSc3nc4ccccc4s3)C(c3ccc(F)cc3)C2)cc1 (stereo unspecified) | -0.7% | 4% | -0.3% | -12% | i | -1% | -1.0% | 14% | 4%
Cc1ccc(C)c(Cn2c(=O)n(CCCC(=O)NCc3ccco3)c(=O)c3sccc32)c1 | -6.0% | 0% | -0.8% | -10% | i | 2% | 1.7% | 0% | 2%
COc1ccccc1NC(=O)COc1ccc(C(=O)OCC(=O)N(C(C)C)C(C)C)cc1OC | -6.1% | 4% | 0.1% | -2% | i | 2% | -0.3% | 10% | -3%
CC1CCCCC1NC(=O)C1CCC(CNc2c(N3CCCCC3)c(=O)c2=O)CC1 (stereo unspecified) | x | 5% | x | 7% | i | 4% | 0.5% | -12% | x
O=C(COc1ccc(S(=O)(=O)N2CCCC2)cc1Cl)N1CCN(c2ccccc2)CC1 | -4.7% | 7% | -2.7% | 6% | i | -2% | -0.9% | 8% | -3%
COC(=O)CNc1c(-c2ccccc2)nc2ccc(Br)cn12 | -1.3% | 17% | -2.5% | 12% | i | 2% | 0.4% | 0% | -8%
Cc1ccc(Nc2nc(N)c([N+](=O)[O-])c(NCc3ccco3)n2)cc1 | -9.2% | 13% | -1.4% | -3% | i | 4% | 0.2% | -4% | 2%
CCCCCCCCCCCC(=O)NC1CCS(=O)(=O)C1 (stereo unspecified) | -5.8% | -4% | -1.1% | 0% | i | 6% | 0.0% | 1% | -4%
COc1ccc(-n2c(SCC(=O)O)nc3sc4c(c3c2=O)CCC4)cc1 | -4.8% | 7% | -0.2% | 14% | i | 18% | 0.2% | -4% | 16%
CC(C)CNC(=O)NC1C(NC(=O)NCC(C)C)N(C)C(=O)N1C (stereo unspecified) | -2.6% | -1% | -2.7% | -2% | i | -1% | 0.3% | 12% | -8%
C[n+]1cccc(CNC(=O)/C=N/O)c1 | -4.1% | 7% | -0.9% | 11% | i | 0% | 0.1% | 0% | -24%
Cc1ccc(-c2nnc(Oc3cccc(C)c3)c3ccccc23)cc1 | 37% | 3% | 2.2% | -1% | i | 1% | -0.5% | -6% | 13%
CCOC(=O)c1sc(NC(=O)c2ccc(C)o2)nc1C | -4.7% | 1% | -2.3% | 6% | i | 3% | -0.9% | -5% | 16%
Cc1nnc(N(C)C(=O)c2cnccn2)s1 | -5.0% | -3% | 0.4% | 10% | i | 7% | 0.1% | -10% | 1%
CCC/C(O)=C1\C(=O)CC(C)(C)CC1=NCc1ccccc1 | x | 4% | x | 4% | i | 14% | -0.4% | -10% | x
Nc1cnn(C2CCCO2)c(=O)n1 (stereo unspecified) | -2.2% | 2% | -0.3% | 8% | i | -2% | 0.0% | 0% | -7%
COc1cc2c(C(=O)N3CCN(c4ccccc4)CC3)c(C)oc2cc1Br | -3.4% | -8% | 0.2% | -3% | i | -4% | -0.4% | 1% | 10%
CN(C)CCSc1nc(N)c2c3c(sc2n1)CN(C)CC3 | -1.0% | 7% | -0.7% | 0% | i | -3% | 0.2% | -3% | 21%
CO/N=C/c1ccc(N2CCOCC2)c([N+](=O)[O-])c1 | -5.0% | 4% | 0.2% | 10% | i | 1% | 0.0% | 9% | -4%
CNC(=O)CSc1nnc(-c2cnccn2)n1C | 8.2% | -2% | 2.4% | 15% | i | 3% | -0.1% | -3% | -4%
COC(=O)C1C2C=CC(C3CC23)C1C(=O)OCC(=O)c1ccc(OC)cc1 (stereo unspecified) | -5.2% | -2% | -3.1% | 10% | i | -6% | -0.3% | 12% | 17%
COC(=O)c1sccc1NC(=O)c1cccnc1 | -2.0% | -3% | -0.1% | 1% | i | 0% | 0.9% | 37% | 7%
O=C(CNS(=O)(=O)c1cccs1)N1CCN(c2ccccn2)CC1 | -1.3% | 4% | -1.2% | 11% | i | 4% | -0.3% | -2% | 3%
CCn1ncc(/C=N\NC(=O)c2ccc3c(c2)c(C)c(C)n3Cc2ccccc2)c1C | -18% | 10% | -2.5% | 8% | i | 1% | 0.6% | -8% | 7%
O=C1CN(C(=O)c2cc([N+](=O)[O-])ccc2Cl)C(c2ccc(F)cc2)c2cc(F)ccc2N1 (stereo unspecified) | -3.1% | 4% | -2.6% | 4% | i | 0% | -1.0% | 20% | -1%
COc1cc(C2NC(=O)C(C#N)=C(S)N2c2ccc(C)cc2)ccc1OC(C)C (stereo unspecified) | -9.7% | 0% | 0.5% | 21% | i | -5% | 0.6% | -11% | 1%
NC(=O)NCc1cccnc1 | 4.3% | 10% | -0.4% | -2% | i | 6% | 0.5% | -2% | -2%
Cn1cc(C=O)c2cc(S(=O)(=O)N3CCOCC3)ccc21 | -1.5% | 2% | -2.9% | -28% | i | -2% | 0.1% | 11% | 7%
CC(Nc1nc(-c2ccc3c(c2)NC(=O)CO3)cs1)c1ccccc1 (stereo unspecified) | -2.1% | -1% | 2.9% | -2% | i | -1% | -1.3% | -4% | -15%
CC(=O)N1CC[n+]2c(-c3ccc(Cl)cc3Cl)csc21 | -2.2% | 0% | 3.7% | -8% | u | 1% | -0.6% | -5% | -8%
Cc1ccc(-n2[nH]c(C)c(C=Nc3ccc4[nH]c(=O)[nH]c4c3)c2=O)cc1C | -1.1% | 1% | -4.4% | 4% | i | -1% | -0.4% | -12% | 16%
CC1=C(C)CC(C(=O)c2ccccc2)C(C(=O)O)C1 (stereo unspecified) | -2.9% | 3% | -1.4% | 17% | i | 0% | 0.2% | 1% | -4%
CC1CCc2c(nc3ncnn3c2N2CCN(c3ccccc3F)CC2)C1 (stereo unspecified) | -16% | x | 0.4% | x | i | -1% | -0.6% | x | 9%
COC(=O)c1cn(NC(=O)C2CCC(C)CC2)c(=O)c2ccccc12 (stereo unspecified) | -1.6% | -1% | 0.8% | -6% | i | 2% | -1.2% | -1% | -2%
O=C(Cc1ccc([N+](=O)[O-])cc1)c1c(O)cc(O)cc1O | x | 9% | x | 7% | i | 18% | 0.2% | 5% | x
COc1ccc(CNC(=O)c2c(C)nc3ccccn23)cc1 | -8.4% | -8% | 1.1% | 0% | i | 1% | -1.4% | 0% | 1%
Cc1ccccc1C(=O)NCC(=O)NNC(=S)NC(=O)c1ccccc1C | -2.6% | -1% | -1.0% | 63% | i | -13% | 0.1% | -7% | -6%
CC(/C=C/c1ccco1)=N/NC(=O)CNc1ccccc1C | -7.4% | 12% | 0.8% | -2% | i | -2% | 0.7% | -7% | -3%

No new results follow: 2 of the compounds above.
SMILES | XIAP displacement | P. falciparum M1AAP | ER stress rescue | M17LAP inhibition | Yfh1-depleted yeast | SIAH1 antagonists | West Nile antiviral | Salmonella PhoP GFP | PMI inhibition
Cc1cccc2nc(CSc3nc4[nH]ncc4c(=O)n3-c3cccc(Cl)c3)cc(=O)n12 | -12% | -4% | -3.8% | -8% | i | 1% | -1.2% | -1% | 2%
CCOC(=O)CS(=O)(=O)c1nc(-c2ccc(F)cc2)cc(C(F)(F)F)n1 | -6.0% | 1% | -2.5% | 9% | i | 2% | -0.2% | -16% | 10%
